TRPC4 agonist: TRPC4 (mouse) channel activation; AID 2237; B-score at 10 µM; hit rate 0.49% among 310,000; HEK293 TRPC4beta/mu-opioid, Fluo4 calcium fluorescence; active compounds read high; Q9QUQ5;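 active = B-score above 5 SD of library B-scores, and initial fluorescence ratio not above library mean plus 5 SD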;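 note: positive B-score marks a calcium rise read as TRPC4 activation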
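Assay system – TRPC4beta and mu-opioid receptor HEK293 stable cells · Measured by – Fluo4 fluorescence, kinetic · Schedule – dye loading 45 min room temperature, 110 s kinetic read · Read-out – B-scored integrated calcium fluorescence ratio · Controls – buffer and maximal DAMGO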
KCNQ1 block: blocks the human KCNQ1 potassium channel | AID 2642 | B-score at 10 µM | P51787 | CHO-K1 KCNQ1, FluxOR thallium flux fluorescence; active compounds read high | hit rate 1.3% among 310,000;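 active = compounds whose thallium flux B-score, printed positive for inhibition, exceeds three library SD while starting fluorescence stays within three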;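 note: channel opened by potassium depolarization with thallium stimulus after 20 min compound exposure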
DYRK1A inh: inhibitors of rat Dyrk1A kinase | hit rate 0.43% among 310,000 | inhibition, % at 12.5 µM | ADP-Glo luminescence, NFATc1 peptide; in the data active = inhibition above about 50%;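 note: plate controls were vehicle with enzyme for no effect and no enzyme for full effect; many of its hits are not listed in these tables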
hERG rescue: shields human hERG channel from block by proarrhythmic agents. Q12809. CHO-hERG, FluxOR thallium flux, dofetilide IC70 present. activation (rescue from dofetilide block), less the hit threshold, % at 10 µM. hit rate 0.51% among 310,000. AID 1511;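 active = activation above the mean of controls blocked by dofetilide plus 5 SD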;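 note: thallium influx through hERG after potassium depolarization seen as dye fluorescence rise; in these data hits start at about 4.7%; inactives centre near -7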
HDAC3 inh: inhibitors of human histone deacetylase 3; recombinant HDAC3, fluorogenic peptide/trypsin coupled, fluorescence; inhibition, % at 8.3 µM; hit rate 0.15% among 320,000; AID 2718; in the data active = inhibition above about 26%, passing the limit was not always enough; inconclusive = no clear call, values can overlap the other calls
Target sequence (O15379 whole entry, looked up): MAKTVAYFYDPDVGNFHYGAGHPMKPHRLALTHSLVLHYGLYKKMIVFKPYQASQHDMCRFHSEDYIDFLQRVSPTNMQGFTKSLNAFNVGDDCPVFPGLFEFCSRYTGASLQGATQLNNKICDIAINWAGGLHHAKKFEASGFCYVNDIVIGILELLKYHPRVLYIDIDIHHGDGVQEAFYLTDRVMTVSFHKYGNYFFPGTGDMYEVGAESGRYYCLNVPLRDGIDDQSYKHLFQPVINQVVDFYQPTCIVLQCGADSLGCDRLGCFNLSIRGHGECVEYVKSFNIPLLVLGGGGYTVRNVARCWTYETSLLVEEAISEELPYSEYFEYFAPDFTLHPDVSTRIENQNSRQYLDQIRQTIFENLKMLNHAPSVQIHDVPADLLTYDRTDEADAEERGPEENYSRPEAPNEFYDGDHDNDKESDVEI
KCNQ1 pot: potentiators or activators of human KCNQ1 potassium channel | P51787 | B-score at 10 µM | CHO-K1 KCNQ1, thallium flux FluxOR fluorescence; active compounds read high | hit rate 0.35% among 310,000;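 active = fluorescence ratio B-score, a plate-corrected score, at least three library SD, with initial intensity B-score within 5 SD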
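assay system = KCNQ1-transfected CHO-K1 cells | medium = assay buffer with matched DMSO | probe or stimulus = depolarizing K+/Tl+ stimulus, K2SO4 and Tl2SO4 each 12.5 mM in 5x stock | dosing = single dose | incubation = dye 90 min, compound 20 min, room temperature | detection = kinetic FluxOR fluorescence, 10 s baseline plus 110 s post-stimulus | evaluation = ratio B score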
ANO1 activ: mouse TMEM16A channel activation, primary screen | HEK293 TMEM16A/YFP-H148Q/I152L, iodide quench fluorescence; active compounds read low | Q8BHY3 | hit rate 0.3% among 340,000 | AID 623877 | B-score at 10 µM;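 active = fluorescence-ratio B-score plate-corrected deviation score at least 3 library SD below zero, with starting fluorescence score within 5 deviations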;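 note: channel opened by trigger with iodide after compound preincubation; score built on the fluorescence ratio of max minus min over baseline; more negative score means more quench and so TMEM16A activation or potentiation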
KCNK9 inh: inhibitors of human KCNK9 two-pore domain potassium channel; hit rate 1.2% among 310,000; HEK293 KCNK9, FluxOR thallium flux fluorescence; active compounds read low; B-score at 10 µM; Q9NPC2;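 active = ratio B-score over 3 SD below the library mean, with starting fluorescence within 5 SD of its mean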;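 note: negative B-score means less thallium flux so channel inhibition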
Target sequence (Q9NPC2 whole entry, looked up, the tested form may be a part): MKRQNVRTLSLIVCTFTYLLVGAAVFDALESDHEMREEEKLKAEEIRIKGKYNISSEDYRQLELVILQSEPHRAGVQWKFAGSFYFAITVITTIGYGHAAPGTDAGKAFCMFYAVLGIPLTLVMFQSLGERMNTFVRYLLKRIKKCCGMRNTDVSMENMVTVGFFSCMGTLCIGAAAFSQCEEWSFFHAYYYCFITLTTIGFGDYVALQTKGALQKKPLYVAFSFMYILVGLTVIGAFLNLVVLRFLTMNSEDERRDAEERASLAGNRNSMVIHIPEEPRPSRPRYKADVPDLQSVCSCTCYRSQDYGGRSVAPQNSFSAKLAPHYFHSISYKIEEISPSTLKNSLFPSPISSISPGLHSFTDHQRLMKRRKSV
TRPC4 PAM: allosterically enhances the mouse TRPC4 cation channel | HEK293 TRPC4beta/mu-opioid, DAMGO EC20, Fluo-4 Ca2+ flux; active compounds read high | B-score at 10 µM | hit rate 0.42% among 310,000 | AID 2227;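 active = B-score of calcium response area above 5 SD of library B-scores, with initial fluorescence ratio within 5 SD of library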;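 note: B-score of integrated fluorescence ratio over time as area under calcium response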
ANO1 block: mouse TMEM16A channel inhibition, primary screen; HEK293 TMEM16A/YFP iodide influx fluorescence, ionomycin; normalized B-score (activity score, 25-100; higher = stronger inhibition) at 10 µM; hit rate 1.2% among 310,000; AID 588511;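 active = ratio plate-corrected score three or more library SD toward inhibition, starting fluorescence score within five deviations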;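 note: score derived from kinetic fluorescence span divided by baseline fluorescence per well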
KCNK3 inh: human KCNK3 channel inhibition, primary screen. hit rate 0.84% among 340,000. CHO-KCNK3 thallium flux, FluxOR fluorescence; active compounds read low. B-score at 10 µM;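 active = B-score under library mean minus 4 SD, starting fluorescence ratio at most library mean plus 5 SD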;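 note: more negative B-score means stronger inhibition of thallium flux through KCNK3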
Numbers without * were called inactive. The list is partial. The share of hits here may be higher or lower than overall.

Screening OC(CCN1CCC2(CC1)OCCO2)C(F)(F)F (configuration not stated) returned TRPC4 agonist inactive, KCNQ1 block inactive, hERG rescue -1, HDAC3 inh -1, KCNQ1 pot inactive, ANO1 activ inactive, KCNK9 inh inactive, TRPC4 PAM inactive, ANO1 block inactive and KCNK3 inh inactive.
Cc1c(Cl)cccc1NC(=S)NCC(C)C was read as TRPC4 agonist inactive, KCNQ1 block inactive, DYRK1A inh -3, hERG rescue -11, HDAC3 inh -2, KCNQ1 pot inactive, ANO1 activ inactive, KCNK9 inh inactive, TRPC4 PAM inactive, ANO1 block inactive and KCNK3 inh inactive.
For COc1ccc(Cl)cc1N/C(N)=N/c1nc(C)cc(C)n1 the results were TRPC4 agonist inactive, KCNQ1 block inactive, DYRK1A inh -3, hERG rescue -9, HDAC3 inh 4, KCNQ1 pot inactive, ANO1 activ inactive, KCNK9 inh inactive, TRPC4 PAM inactive, ANO1 block inactive and KCNK3 inh inactive.
For COc1cc(NS(=O)(=O)c2ccc(NC(=S)NC(=O)COc3ccccc3OC)cc2)nc(OC)n1 the results were TRPC4 agonist inactive, KCNQ1 block inactive, DYRK1A inh -7, hERG rescue -8, HDAC3 inh 3, KCNQ1 pot inactive, ANO1 activ inactive, KCNK9 inh inactive, TRPC4 PAM inactive, ANO1 block inactive and KCNK3 inh inactive.
For COc1cccc(OC)c1C(=O)NNC(=O)c1ccccc1-n1cccc1 the results were TRPC4 agonist inactive, KCNQ1 block inactive, DYRK1A inh -4, hERG rescue -11, HDAC3 inh 1, KCNQ1 pot inactive, ANO1 activ inactive, KCNK9 inh inactive, TRPC4 PAM inactive, ANO1 block inactive and KCNK3 inh inactive.
For OCCCn1c(C2CCCN2c2nc(-c3ccc(F)cc3)cs2)nc2cc(C(F)(F)F)ccc21 (configuration not stated) the results were TRPC4 agonist inactive, KCNQ1 block inactive, DYRK1A inh 3, hERG rescue -7, HDAC3 inh 23, KCNQ1 pot inactive, ANO1 activ inactive, KCNK9 inh inactive, TRPC4 PAM inactive, ANO1 block inactive and KCNK3 inh inactive.
COc1ccc(C(=O)COC(=O)CN2CC(=O)Oc3ccccc32)cc1Br was read as DYRK1A inh -1, HDAC3 inh 9, ANO1 activ inactive, ANO1 block inactive and KCNK3 inh inactive.
`O=C(Nc1ccc(CN2CCOCC2)cc1)c1ccc2ccccc2c1` gave TRPC4 agonist inactive, KCNQ1 block inactive, DYRK1A inh 1, hERG rescue -4, HDAC3 inh 13, KCNQ1 pot inactive, ANO1 activ inactive, KCNK9 inh inactive, TRPC4 PAM inactive, ANO1 block inactive and KCNK3 inh inactive.
`CC(C)(C)NC(=O)C(c1ccc(Cl)cc1)N(CCO)C(=O)c1snc(C(N)=O)c1N` (configuration not stated) gave TRPC4 agonist inactive, KCNQ1 block inactive, DYRK1A inh -2, hERG rescue -5, HDAC3 inh -1, KCNQ1 pot inactive, ANO1 activ inactive, KCNK9 inh inactive, TRPC4 PAM inactive, ANO1 block inactive and KCNK3 inh inactive.
`C=C(C)CNC(=S)N/N=C/c1ccc(NC(C)=O)cc1` gave TRPC4 agonist inactive, KCNQ1 block inactive, DYRK1A inh -1, hERG rescue -19, HDAC3 inh 3, KCNQ1 pot inactive, ANO1 activ inactive, KCNK9 inh inactive, TRPC4 PAM inactive, ANO1 block inactive and KCNK3 inh inactive.
`Cc1nonc1NC(=O)CSc1nc2cc(Cl)ccc2c2c1CCCC2` gave TRPC4 agonist inactive, KCNQ1 block inactive, DYRK1A inh 4, hERG rescue -8, HDAC3 inh 4, KCNQ1 pot inactive, ANO1 activ inactive, KCNK9 inh inactive, TRPC4 PAM inactive, ANO1 block inactive and KCNK3 inh inactive.
For O=C(COc1ccc(C(=O)c2ccc(F)cc2)cc1)NCc1ccc(F)cc1 the results were TRPC4 agonist inactive, KCNQ1 block inactive, DYRK1A inh -2, hERG rescue -5, HDAC3 inh 8, KCNQ1 pot inactive, ANO1 activ inactive, KCNK9 inh inactive, TRPC4 PAM inactive, ANO1 block inactive and KCNK3 inh inactive.
For COC(=O)c1ccc(/C=N\N2CCN(Cc3ccc(C)cc3)CC2)cc1 the results were TRPC4 agonist inactive, KCNQ1 block inactive, DYRK1A inh 5, hERG rescue -6, HDAC3 inh 0, KCNQ1 pot inactive, ANO1 activ inactive, KCNK9 inh inactive, TRPC4 PAM inactive, ANO1 block inactive and KCNK3 inh inactive.
`COc1ccc(CCNC(=O)CCN2C(=O)COc3ccccc32)cc1OC` gave TRPC4 agonist inactive, KCNQ1 block inactive, DYRK1A inh -2, hERG rescue 4, HDAC3 inh -4, KCNQ1 pot inactive, ANO1 activ inactive, KCNK9 inh inactive, TRPC4 PAM inactive, ANO1 block inactive and KCNK3 inh inactive.
Cc1ccc(NC(=O)CN2C(=O)S/C(=C\c3cccn3-c3cccc(C(=O)O)c3)C2=O)cc1C was read as TRPC4 agonist inactive, KCNQ1 block inactive, DYRK1A inh -6, hERG rescue -8, HDAC3 inh 0, KCNQ1 pot inactive, ANO1 activ inactive, KCNK9 inh inactive, TRPC4 PAM inactive, ANO1 block inactive and KCNK3 inh inactive.
COc1ccc(N(C(=O)CNC(=O)c2ccco2)C(C(=O)NC2CCCCC2)c2ccco2)cc1 (configuration not stated) was read as TRPC4 agonist inactive, KCNQ1 block inactive, DYRK1A inh 1, hERG rescue 0, HDAC3 inh inconclusive, KCNQ1 pot inactive, ANO1 activ inactive, KCNK9 inh inactive, TRPC4 PAM inactive, ANO1 block inactive and KCNK3 inh inactive.
Screening O=c1ccc(-c2ccc(S(=O)(=O)NCC3CCN(Cc4cccc(F)c4)CC3)s2)n[nH]1 returned TRPC4 agonist inactive, KCNQ1 block inactive, DYRK1A inh 0, hERG rescue -6, HDAC3 inh -2, KCNQ1 pot inactive, ANO1 activ inactive, KCNK9 inh inactive, TRPC4 PAM 10*, ANO1 block inactive and KCNK3 inh inactive.
Screening CNC(=O)C(C)c1ncc(C(F)(F)F)cc1Cl (configuration not stated) returned TRPC4 agonist inactive, KCNQ1 block inactive, DYRK1A inh -2, hERG rescue -6, HDAC3 inh -1, KCNQ1 pot inactive, ANO1 activ inactive, KCNK9 inh inactive, TRPC4 PAM inactive, ANO1 block inactive and KCNK3 inh inactive.
Screening Cc1ccc(NC(=O)c2ccc(S(=O)(=O)N3CCC(C)CC3)cc2)nc1 returned TRPC4 agonist inactive, KCNQ1 block inactive, DYRK1A inh 1, hERG rescue -6, KCNQ1 pot inactive, ANO1 activ inactive, KCNK9 inh inactive, TRPC4 PAM inactive, ANO1 block inactive and KCNK3 inh inactive.
For c1ccc(CSc2ccc(-c3ccccn3)nn2)nc1 the results were TRPC4 agonist inactive, KCNQ1 block inactive, hERG rescue -6, HDAC3 inh 4, KCNQ1 pot inactive, ANO1 activ inactive, KCNK9 inh inactive, TRPC4 PAM inactive, ANO1 block inactive and KCNK3 inh inactive.
Screening Fc1cccc(NC(=S)NNc2c3ccccc3nc3ccccc23)c1 returned TRPC4 agonist inactive, KCNQ1 block inactive, hERG rescue -8, KCNQ1 pot inactive, ANO1 activ inactive, KCNK9 inh inactive, TRPC4 PAM inactive and KCNK3 inh inactive.
Screening Cn1c(=O)n(C)c2cc(/C=C3/NC(=O)N(Cc4ccccc4)C3=O)ccc21 returned TRPC4 agonist inactive, KCNQ1 block inactive, DYRK1A inh 6, hERG rescue -12, HDAC3 inh -8, KCNQ1 pot inactive, ANO1 activ inactive, KCNK9 inh inactive, TRPC4 PAM inactive, ANO1 block inactive and KCNK3 inh inactive.
`CCOc1cc(C2C(C#N)=C(N)Oc3cc(N)ccc32)ccc1O` (configuration not stated) gave TRPC4 agonist inactive, KCNQ1 block inactive, DYRK1A inh 6, hERG rescue -12, HDAC3 inh -1, KCNQ1 pot inactive, ANO1 activ inactive, KCNK9 inh inactive, TRPC4 PAM inactive, ANO1 block inactive and KCNK3 inh inactive.
`COc1cc2c(cc1NC(=O)c1cc(-c3ccncc3)nc3ccccc13)oc1ccccc12` gave TRPC4 agonist inactive, KCNQ1 block inactive, DYRK1A inh 2, hERG rescue -6, HDAC3 inh 0, KCNQ1 pot inactive, ANO1 activ inactive, KCNK9 inh inactive, TRPC4 PAM inactive, ANO1 block inactive and KCNK3 inh inactive.
COc1cccc(C(=O)N/N=C/c2ccc(OC)c(COc3ccccc3C(N)=O)c2)c1 was read as TRPC4 agonist inactive, KCNQ1 block inactive, DYRK1A inh 3, hERG rescue -16, HDAC3 inh 16, KCNQ1 pot inactive, ANO1 activ inactive, KCNK9 inh inactive, TRPC4 PAM inactive, ANO1 block inactive and KCNK3 inh inactive.
For CC1CC1C(=O)NCCc1ccc(Cl)cc1 (configuration not stated) the results were TRPC4 agonist inactive, KCNQ1 block inactive, DYRK1A inh 1, hERG rescue -10, HDAC3 inh 1, KCNQ1 pot inactive, ANO1 activ inactive, KCNK9 inh inactive, TRPC4 PAM inactive, ANO1 block inactive and KCNK3 inh inactive.
O=C(O)C1CSC2c3ccccc3C(=O)N12 (configuration not stated) was read as TRPC4 agonist inactive, KCNQ1 block inactive, DYRK1A inh -5, hERG rescue -7, HDAC3 inh 2, KCNQ1 pot inactive, ANO1 activ inactive, KCNK9 inh inactive, TRPC4 PAM inactive, ANO1 block inactive and KCNK3 inh inactive.
N#CC1=C(N)N2C(=C(C#N)C13CCCCC3)SC1CCCCC12O (configuration not stated) was read as TRPC4 agonist inactive, KCNQ1 block inactive, hERG rescue -9, HDAC3 inh 4, KCNQ1 pot inactive, ANO1 activ inactive, KCNK9 inh inactive, TRPC4 PAM inactive, ANO1 block inactive and KCNK3 inh inactive.
For COCCNC(=O)CSc1nc(-c2ccccc2)c(-c2ccccc2)o1 the results were TRPC4 agonist inactive, KCNQ1 block inactive, DYRK1A inh 1, hERG rescue -13, HDAC3 inh 6, KCNQ1 pot inactive, ANO1 activ inactive, KCNK9 inh inactive, TRPC4 PAM inactive, ANO1 block inactive and KCNK3 inh inactive.
For CCCCN(C)CCN1C(=O)C2C(C(=O)Nc3ccc(OC)cc3)C3C=CC2(O3)C1C(=O)NC1CCCCC1 (configuration not stated) the results were TRPC4 agonist inactive, KCNQ1 block inactive, DYRK1A inh -5, hERG rescue -12, HDAC3 inh 2, KCNQ1 pot inactive, ANO1 activ inactive, KCNK9 inh inactive, TRPC4 PAM inactive, ANO1 block inactive and KCNK3 inh inactive.

Screening data from PubChem.
